TNAP inh no acc: TNAP (human) inhibition, acceptor-free conditions; P05186; purified TNAP, CDP-star luminescence, 30 min; inhibition, % at 20 µM; 200,000 tested, 0.26% active; AID 1012;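 active = tissue-nonspecific alkaline phosphatase inhibition above about 50% at 20 µM in the single-dose screen, limit read from the data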;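 also: 0% = DMSO negative control and 100% = EDTA positive control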
Target sequence (P05186 whole entry, looked up): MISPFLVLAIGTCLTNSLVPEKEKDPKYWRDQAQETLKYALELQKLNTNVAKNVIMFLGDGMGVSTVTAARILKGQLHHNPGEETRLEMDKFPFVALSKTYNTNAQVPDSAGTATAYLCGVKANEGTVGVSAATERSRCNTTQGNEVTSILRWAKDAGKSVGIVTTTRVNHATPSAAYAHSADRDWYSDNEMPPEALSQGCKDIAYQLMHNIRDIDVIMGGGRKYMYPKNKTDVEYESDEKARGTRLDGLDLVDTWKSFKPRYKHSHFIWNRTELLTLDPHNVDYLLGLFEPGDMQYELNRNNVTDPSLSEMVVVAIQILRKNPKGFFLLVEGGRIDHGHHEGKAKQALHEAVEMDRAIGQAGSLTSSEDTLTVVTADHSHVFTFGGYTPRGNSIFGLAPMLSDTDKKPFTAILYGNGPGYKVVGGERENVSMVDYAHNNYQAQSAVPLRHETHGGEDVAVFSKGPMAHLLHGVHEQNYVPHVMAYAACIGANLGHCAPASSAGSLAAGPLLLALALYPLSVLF
Diaphorase inh: diaphorase inhibition or chemical oxidation counter-screen. diaphorase resazurin-to-resorufin fluorescence, NADH, 16 min; bacterial (C. kluyveri) enzyme, not human. inhibition, % at 20 µM. 190,000 tested, 0.69% active. AID 1217;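 active = primary screen inhibition at 20 µM above a set limit, cut at about 50% in these data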;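 also: plate controls were DMSO with full reaction for no effect and wells lacking NADH for full effect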
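Test system: diaphorase enzyme from Clostridium kluyveri; amount: diaphorase at 0.14 U/mL in enzyme working solution; detection: fluorescence of resorufin formed from resazurin, Ex 544/Em 590 nm; times: reaction incubation of 16 min at room temperature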
Diaph act CS: activates diaphorase or chemically reduces, flagging diaphorase assay artifacts. Diaphorase/resazurin coupled assay, resorufin fluorescence, 16 min; active compounds read high; 1 = vehicle wells, 0 = NADH-free wells. 190,000 tested, 0.005% active. activation factor at 20 µM;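 active = diaphorase activity raised at least twofold by the compound at 20 µM; inactive = activation factor below 2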
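Assay system: bacterial diaphorase enzyme (C. kluyveri) / Input: enzyme 0.07 U/mL final / Medium: 50 mM HEPES pH 7.4 with 4.542 mM MgCl2, 0.005% Tween 20 / Doses: single compound dose of 20 µM, 1% DMSO final / Incubation: 16 min enzyme reaction, ambient temperature / Signal: fluorescence, excitation 544 nm and emission 590 nm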
bIAP inh: blocks bovine intestinal alkaline phosphatase activity. purified bovine IAP, CDP-star luminescence, 30 min. inhibition, % at 20 µM. 190,000 tested, under 10 active. AID 1019;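 active = over 50% inhibition of intestinal alkaline phosphatase at 20 µM in the single-dose screen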
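System: purified bovine intestinal alkaline phosphatase (IAP) enzyme; Input: IAP diluted 1/65,000,000 in the well; Measured by: CDP-star luminescence signal; Compound dosing: 20 µM single dose; Incubation: 30 min reaction at room temperature.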
TNAP inh hiacc: TNAP (human) inhibition, high acceptor | P05186 | purified TNAP, CDP-star luminescence, 1 M DEA | inhibition, % at 20 µM | 200,000 tested, 0.03% active | AID 1135;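 active = over 50% inhibition of tissue-nonspecific alkaline phosphatase at 20 µM in the single-dose screen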;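 also: plate controls were DMSO wells for no effect and EDTA-quenched wells as full inhibition for full effect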
PMI act hi M6P: increases human PMI activity with near-saturating mannose 6-phosphate; P34949; coupled PMI enzyme assay, resazurin fluorescence, 20 min; active compounds read high; 1 = untreated enzyme, 0 = substrate-free blank; activation factor at 20 µM; 190,000 tested, 0.34% active; AID 1216;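 active = activation factor of 2 or more at 20 µM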
Target sequence (P34949 whole entry, looked up): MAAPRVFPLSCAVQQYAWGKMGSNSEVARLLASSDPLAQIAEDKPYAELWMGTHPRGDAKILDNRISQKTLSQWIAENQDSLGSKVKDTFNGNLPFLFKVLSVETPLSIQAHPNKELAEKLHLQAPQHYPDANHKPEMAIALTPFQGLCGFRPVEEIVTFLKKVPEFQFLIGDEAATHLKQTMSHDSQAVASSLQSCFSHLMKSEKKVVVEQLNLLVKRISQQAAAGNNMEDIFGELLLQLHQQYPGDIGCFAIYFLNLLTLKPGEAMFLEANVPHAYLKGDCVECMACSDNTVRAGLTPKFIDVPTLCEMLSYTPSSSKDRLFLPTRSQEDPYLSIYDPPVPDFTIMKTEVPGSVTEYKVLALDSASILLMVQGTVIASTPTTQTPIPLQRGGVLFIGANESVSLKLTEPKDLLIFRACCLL
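test system = human PMI in coupled enzyme assay | medium = HEPES-buffered pH 7.4 with magnesium and detergent | also added = 1.0 mM mannose-6-phosphate substrate with 0.22 mM NADP+ | compound = 20 µM single dose | times = 20 min incubation at room temperature | measured by = resorufin fluorescence (Ex 544/Em 590 nm) from resazurin via diaphorase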
PMI activator: increases human mannose-6-phosphate isomerase activity; P34949; activation factor at 20 µM; purified human PMI, coupled resazurin fluorescence, 20 min; active compounds read high; 1 = vehicle control, 0 substrate-free wells; 190,000 tested, 0.005% active;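 active = activation factor of 2 or more at 20 µM, relative to plate controls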
bIAP activator: increases bovine intestinal alkaline phosphatase activity; purified bovine IAP, CDP-star luminescence, 30 min; active compounds read high; fold of DMSO-control signal, blank-subtracted; activation factor at 20 µM; 200,000 tested, 0.17% active; AID 1016;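 active = activation factor of 2 or more at 20 µM, a signal rise over negative controls twice the positive control's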
TNAP act hi DEA: activators of human TNAP at high phosphate acceptor concentration | P05186 | purified TNAP, CDP-star luminescence, 1 M DEA, 30 min; active compounds read high; 0 = EDTA background, 1 = DMSO-only activity | activation factor at 20 µM | 200,000 tested, under 10 active | AID 1136;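 active = activation factor at least 2 at 20 µM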
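Control set: EDTA negative control, DMSO positive control / Assay system: human TNAP / Quantity: TNAP 1/800 final / Evaluation: TNAP activation factor scaled between EDTA and DMSO control wells / Measured by: luminescent substrate turnover signal / Compound dosing: one dose, 20 µM / Times: 30 min enzyme reaction at room temperature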
Lmaj promast: reduces viability of Leishmania major promastigotes | resazurin fluorescence viability | inhibition, % at 10 µM | 200,000 tested, 9% active; in the data active = inhibition above about 50%;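 also: promastigotes grown with compound for 44 hours at 28 °C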
* = called active by the depositor; x = not tested or not shown.

SMILES	TNAP inh no acc	Diaphorase inh	Diaph act CS	bIAP inh	TNAP inh hiacc	PMI act hi M6P	PMI activator	bIAP activator	TNAP act hi DEA	Lmaj promast
Oc1ccc(-c2csc(Nc3ncccn3)n2)c(O)c1	-47	14	0.9	-31	3	0.8	0.9	1.3	1	2
O=C(C(=O)N1CCc2ccccc2C1)N1CCc2ccccc2C1	-6	9	0.9	-17	1	1	1	1.2	1	40
CCC1(CC)C(=O)N(C)C(=O)NC1=Nc1ccc(OC)cc1	-2	-6	1.1	7	-10	1.2	1	0.9	1.1	-2
Cc1cccc(CSc2ccc(-c3ccco3)nn2)c1	5	15	0.8	16	-5	1	0.9	0.8	1	-2
CCCCC(=O)N(CCOC)c1nnc(-c2ccccc2C)s1	-9	13	0.9	6	-6	0.9	0.9	0.9	1.1	9
COc1cccc(C(=O)NCC(=O)NNc2ncnc(N)c2[N+](=O)[O-])c1	-85	11	0.9	-26	15	0.9	0.9	1.3	0.8	-2
CCOCCCn1c(=S)[nH]c2cc(C(=O)NCCOC)ccc2c1=O	-3	7	0.9	9	4	0.9	1	0.9	1	0
O=C(COc1ccccc1Cl)Nc1cnn(Cc2ccccc2)c1	-2	20	0.8	23	-4	0.9	0.9	0.8	1	0
Cc1ccc(NC(=O)CN(C)C(=O)COc2c(Cl)cc(Cl)c3ccc(C)nc23)cc1	4	10	0.9	13	4	0.9	0.9	0.9	1	2
COc1ccc(CSc2nnc(C)n2N)cc1	-9	15	0.8	-5	-4	1	1	1	1	-5
CCCCNC(=O)C1CCN(C(=O)Nc2ccc(C)cc2)CC1	-7	10	0.9	0	-2	1	1	1	1	-8
O=C(CCl)Nc1cc(SCC(O)CO)cc([N+](=O)[O-])c1 (stereo unspecified)	-7	7	0.9	-12	-1	0.9	1	1.1	1	17
CC(C)[C@H](NC(=O)C1CCCC1)c1nc2ccccc2[nH]1	-12	4	1	3	-6	1.1	1.2	1	1.1	2
CC(=O)Nc1cc2c(nc1C)nc(C)n2Cc1ccc(Br)cc1	-8	5	1	-4	-2	0.9	0.9	1	1	0
CC(=O)C1C(=O)c2c(cccc2[N+](=O)[O-])C1=Nc1ccc(S(N)(=O)=O)cc1 (stereo unspecified)	16	49	0.5	4	1	0.5	0.9	1	1	0
COc1ccc(Cc2nc3ccccc3n2CC(=O)N/N=C/c2ccc(C)cc2O)cc1OC	-19	-8	1.1	-7	3	1.2	1.1	1.1	1	-5
O=C(CCn1nc(-c2ccc(Cl)cc2)ccc1=O)NCc1ccccn1	2	7	0.9	-3	-3	0.9	0.9	1	1	-2
O=C(N/N=C/c1ccccc1O)C1SCCCS1	-96	3	1	-50	-3	1.2	1.1	1.5	1	24
C=CCn1c(SCC#N)nc2c(c1=O)C(C)(C)Cc1ccccc1-2	-3	18	0.8	2	-3	0.8	0.8	1	1	96*
O=c1c2ccccc2nc(-c2ccoc2)n1CCc1ccccc1	-14	20	0.8	15	-7	0.9	0.8	0.8	1.1	7

5 compounds picked at random from the list so far:
SMILES	TNAP inh no acc	Diaphorase inh	Diaph act CS	bIAP inh	TNAP inh hiacc	PMI act hi M6P	PMI activator	bIAP activator	TNAP act hi DEA	Lmaj promast
O=C(N/N=C/c1ccccc1O)C1SCCCS1	-96	3	1	-50	-3	1.2	1.1	1.5	1	24
Oc1ccc(-c2csc(Nc3ncccn3)n2)c(O)c1	-47	14	0.9	-31	3	0.8	0.9	1.3	1	2
Cc1ccc(NC(=O)CN(C)C(=O)COc2c(Cl)cc(Cl)c3ccc(C)nc23)cc1	4	10	0.9	13	4	0.9	0.9	0.9	1	2
CCOCCCn1c(=S)[nH]c2cc(C(=O)NCCOC)ccc2c1=O	-3	7	0.9	9	4	0.9	1	0.9	1	0
CCC1(CC)C(=O)N(C)C(=O)NC1=Nc1ccc(OC)cc1	-2	-6	1.1	7	-10	1.2	1	0.9	1.1	-2

(next part)
SMILES	TNAP inh no acc	Diaphorase inh	Diaph act CS	bIAP inh	TNAP inh hiacc	PMI act hi M6P	PMI activator	bIAP activator	TNAP act hi DEA	Lmaj promast
CSc1nc2c(cnn2-c2ccccc2)c(=O)n1N	-4	16	0.8	4	-6	0.9	1	1	1.1	1
COC(=O)c1sc2nc(-c3ccccc3)c3c(c2c1N)CCCC3	-8	11	0.9	-10	-4	1	0.9	1.1	1	-3
C=CCNc1nnc(-c2ccncc2)s1	-10	2	1	7	-1	1	1	0.9	1	-6
CC(=O)Nc1ccc(C(=O)OCC(=O)Nc2ccccc2Sc2ccccc2)cc1	-6	18	0.8	1	-4	1	1	1	1	6
COc1ccc2oc(=O)c(C(=O)N3CCc4ccccc43)cc2c1	-10	18	0.8	18	-2	1	0.9	0.8	1	-3
CC1=C(C(=O)N2CCOCC2)C(c2c(F)cccc2F)NC(=O)N1 (stereo unspecified)	-1	9	0.9	-5	-1	1	1	1	1	4
COc1cc(/C=C(\C#N)C(=O)Nc2cccc3ncccc23)ccc1O	20	13	0.9	-8	22	0.6	0.9	1.1	0.8	100*
CC(C)CC(=O)Nc1ccc2c(c1)oc1ccccc12	-6	4	1	-3	-4	0.9	0.9	1	1	-3
c1csc(-c2nnc(Cc3cccc4ccccc34)o2)c1	-7	12	0.9	42	1	0.9	1	0.6	1	5
CCOC(=O)COn1c(=O)c(=O)n(OC)c2ccccc21	-7	1	1	-10	0	0.9	1	1.1	1	-2

Individual results from above.
bIAP activator, CC(C)[C@H](NC(=O)C1CCCC1)c1nc2ccccc2[nH]1 is entered as 1
Diaph act CS, CC1=C(C(=O)N2CCOCC2)C(c2c(F)cccc2F)NC(=O)N1 (stereo unspecified) is entered as 0.9
Diaph act CS, O=C(N/N=C/c1ccccc1O)C1SCCCS1 is entered as 1

Next compounds:
SMILES	TNAP inh no acc	Diaphorase inh	Diaph act CS	bIAP inh	TNAP inh hiacc	PMI act hi M6P	PMI activator	bIAP activator	TNAP act hi DEA	Lmaj promast
CSc1ccc(-c2cccc([N+](=O)[O-])c2)nn1	-4	10	0.9	-16	1	0.9	0.9	1.2	1	7
O=C(O)C1C2C=CC3(CN(C/C=C/c4ccccc4)C(=O)C13)O2 (stereo unspecified)	-10	17	0.8	3	-4	1	1	1	1	-1
O=C1CC(c2ccco2)CC(O)=C1C=NCCO (stereo unspecified)	-9	2	1	1	-1	0.9	1.1	1	1	-3
O=C(Nc1ccccc1N1CCCCC1)c1ccc(N2C(=O)c3ccccc3C2=O)cc1	-10	25	0.8	6	-5	0.9	0.8	0.9	1.1	-7
CCOC(=O)c1cccc(S(=O)(=O)N(CCO)Cc2cc3cc(OC)ccc3[nH]c2=O)c1	-7	-1	1	4	-4	1	1	1	1	-2
CN1C(=O)/C(=C/C=C2\SCCN2C)N(C)C1=S	39	38	0.6	41	47	0.8	0.5	0.6	0.5	8
CNC(=O)c1nn(-c2ccccc2)ccc1=O	0	8	0.9	7	-6	0.9	0.9	0.9	1.1	-8
CCOC(=O)Cc1csc(NC(=O)c2sc3nc4ccc(CC)cc4cc3c2N)n1	8	26	0.7	10	3	1.6	1.3	0.9	1	-5
CC(=O)NS(=O)(=O)c1cccnc1Nc1ccc(Cl)c(Cl)c1	-3	9	0.9	-3	-1	1.1	1	1	1	-10
CCN1CCc2c(OCC(=O)N3CCCc4ccccc43)cccc2C1=O	-10	-1	1	-4	-2	1.1	1.1	1	1	2
CC(=O)Nc1cccc(N(C)C)c1	-9	16	0.8	8	-2	0.6	1	0.9	1	-3
CCOC(=O)C1=C(O)/C(=C/c2ccc(OCC(=O)O)c(OCC)c2)SC1=Nc1ccccc1	-5	19	0.8	-2	-3	1.1	1	1	1	11
Cc1ccccc1N1C(N)=NC(N)=NC1(C)C	-6	5	0.9	1	0	1	0.9	1	1	-3
CC(C(=O)Nc1ccccc1-c1ccccc1)N(C)Cc1nc2ccccc2c(=O)[nH]1 (stereo unspecified)	-150	0	1	-66	-9	1.1	1	1.7	1.1	12
COc1ccc(CCNC(=O)Cn2cccc2C(=O)c2ccccc2)cc1OC	-7	6	0.9	25	9	1	1	0.7	0.9	47
CC(C)OCCCNC(=O)CNC(=O)c1ccc(Cl)c(Cl)c1	-9	5	1	6	-3	1	1.1	0.9	1	-2
CCCOC(=O)Nc1sc2c(c1C(N)=O)CCCC2	-6	4	1	4	-3	1	1	1	1	-3
CC1(C)COCN1C(=O)c1ccc(Cl)c(Cl)c1	-10	6	0.9	10	-5	0.9	1	0.9	1	-1
c1ccc(COc2cccc(CNCc3cccs3)c2)cc1	-21	5	0.9	5	-3	1	1	1	1	98*
CCOC(=O)C1=C(C)Nc2ncnn2C1c1cccnc1 (stereo unspecified)	-8	7	0.9	3	1	1.1	1.1	1	1	2
Cc1cc([N+](=O)[O-])nn1CCCC(=O)N1CCN(c2ccc(F)cc2)CC1	-3	15	0.9	29	-2	1	0.9	0.7	1	8
Cc1cc(C)n(C(=O)Cc2cn3ccsc3n2)n1	-3	9	0.9	-4	-4	1	1	1	1	-1
O=C(CCC(=O)N(CC(=O)NC1CCCCC1)c1ccc2c(c1)OCCO2)Nc1ccccn1	-5	x	x	-4	0	x	x	1	1	-1
Cc1cc(C)n(/N=C/c2cccs2)c(=O)c1C#N	-17	9	0.9	7	0	1	0.9	0.9	1	-6
O=C(c1cccc2c1-c1ccccc1/C2=N/O)N1CCCCC1	-12	43	0.6	19	-4	1	1	0.8	1	-1
COc1ccc(CN2C(=O)CCC2(C)C(=O)NC2CCCC2)c(OC)c1 (stereo unspecified)	-6	10	0.9	9	0	1	1.1	0.9	1	-8
CC(C)c1ccc(C(=O)NC2=NCCS2)cc1	-18	4	1	-5	1	1.1	1.1	1.1	1	-8
Cc1ccc(Oc2ccccc2/C=C/C(=O)O)cc1	-6	9	0.9	12	-6	1	1	0.9	1.1	-8
Cc1ccccc1-n1c(SC2CCOC2=O)nnc1-c1ccncc1 (stereo unspecified)	3	13	0.9	-10	-5	1.1	0.9	1.1	1	3
O=C1N/C(=C/c2ccc(Br)s2)C(=O)N1c1ccccc1	0	1	1	18	-4	1	1	0.8	1	1

From PubChem BioAssay
